MT1-MMP act inh = blockers of MT1-MMP proenzyme processing, primary screen, HT1080 RFP-PRO-GFP cells, GFP/RFP fluorescence; Matrix metalloproteinase-14 (Homo sapiens), P50281; GFP/RFP ratio fluorescence, overnight; percent of plate control window, DMSO zero; GFP/RFP ratio change, % at 20 µM; 360,000 tested, 0.061% active; AID 651647, 2012;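 active = GFP/RFP ratio change of at least 30% with cell ATP level not reduced by more than half and red fluorescence within 50% of control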; also: strong numbers were not always called active
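Material – HT1080 RFP-PRO-GFP cells · Control set – DMSO wells and RFP-L50D-GFP cells · Incubation – overnight cell settling, then overnight compound exposure, 37 °C, 5% CO2 · Compound dosing – single-point 20 µM compound, 1% DMSO · Read-out – GFP/RFP fluorescence ratio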
Rpn11 block = Rpn11 (PSMD14) deubiquitinase inhibitors, primary screen, biochemical, fluorescence polarization, uHTS; AID 588493, 2011; 26S proteasome non-ATPase regulatory subunit 14 (Homo sapiens), O00487; calls only at 20 µM; human 26S proteasome, Ub4-pepOG fluorescence polarization; 20S core pre-blocked with epoxomicin; 360,000 tested, 0.59% active;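 active = inhibition at 20 µM, scaled to each plate's controls, above about 33%, limit read from the data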
Target sequence (O00487 whole entry, looked up): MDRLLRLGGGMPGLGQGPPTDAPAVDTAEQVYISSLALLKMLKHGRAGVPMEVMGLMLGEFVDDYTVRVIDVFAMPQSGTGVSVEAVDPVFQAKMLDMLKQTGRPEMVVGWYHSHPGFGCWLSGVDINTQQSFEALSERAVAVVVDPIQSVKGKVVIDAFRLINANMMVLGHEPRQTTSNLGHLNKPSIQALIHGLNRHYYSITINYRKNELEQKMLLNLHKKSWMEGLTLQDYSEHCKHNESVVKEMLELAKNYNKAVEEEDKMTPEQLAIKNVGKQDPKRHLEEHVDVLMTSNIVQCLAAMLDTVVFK
SKN-1 block = suppressors of acrylamide-induced Pgst-4::GFP reporter in worms, primary screen, SKN-1 inhibitor project, whole organism, uHTS, GFP/RFP fluorescence ratio, strain VP596; C. elegans VP596 Pgst-4::GFP/RFP ratio, 24 h; inhibition, % at 21.8 µM; 360,000 tested, 0.49% active;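 active = interference check ratio from 0.5 to 1.5 plus GFP to RFP signal ratio inhibition reaching or exceeding a fixed threshold, cut at about 30% in these data, passing the limit was not always enough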; also: some compounds called inactive have numbers as strong as hits
Rin1 Abl inh = inhibitors of Rin1-Abl protein binding, primary screen, biochemical, TR-FRET; Tyrosine-protein kinase ABL1 (Homo sapiens) + Ras and Rab interactor 1 (Homo sapiens), …; inhibition, % at 7.35 µM; 360,000 tested, 0.4% active; in the data active = inhibition above about 5%, passing the limit was not always enough
PABP1 MLLE inh = inhibitors of PABP1 MLLE–PAM2 peptide binding, primary screen, biochemical, fluorescence polarization, FITC-PAM2, GST-MLLE; Polyadenylate-binding protein 1 (Homo sapiens), P11940; inhibition, % at 20 µM; 360,000 tested, 0.36% active; AID 588489, 2011; in the data active = inhibition above about 35%, passing the limit was not always enough;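 also: plate controls were DMSO wells with GST-MLLE for no effect and wells lacking GST-MLLE protein for full effect; some results filed as inactive read as strong as hits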
Neddyl block = inhibitors of cullin neddylation, primary screen, biochemical, TR-FRET, uHTS, NAE and Ubc12; NEDD8-conjugating enzyme Ubc12 (Homo sapiens) + NEDD8-activating enzyme E1 regulatory …; calls only at 25 µM; 360,000 tested, 0.58% active; AID 651699, 2012; in the data active = inhibition above about 36%
Target sequence (P61081 whole entry, looked up): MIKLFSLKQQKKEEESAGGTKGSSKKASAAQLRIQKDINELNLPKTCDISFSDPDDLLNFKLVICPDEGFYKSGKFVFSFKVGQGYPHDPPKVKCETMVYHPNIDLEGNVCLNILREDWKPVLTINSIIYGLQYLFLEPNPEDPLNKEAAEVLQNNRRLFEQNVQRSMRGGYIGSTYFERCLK
Target sequence (Q13564 whole entry, looked up): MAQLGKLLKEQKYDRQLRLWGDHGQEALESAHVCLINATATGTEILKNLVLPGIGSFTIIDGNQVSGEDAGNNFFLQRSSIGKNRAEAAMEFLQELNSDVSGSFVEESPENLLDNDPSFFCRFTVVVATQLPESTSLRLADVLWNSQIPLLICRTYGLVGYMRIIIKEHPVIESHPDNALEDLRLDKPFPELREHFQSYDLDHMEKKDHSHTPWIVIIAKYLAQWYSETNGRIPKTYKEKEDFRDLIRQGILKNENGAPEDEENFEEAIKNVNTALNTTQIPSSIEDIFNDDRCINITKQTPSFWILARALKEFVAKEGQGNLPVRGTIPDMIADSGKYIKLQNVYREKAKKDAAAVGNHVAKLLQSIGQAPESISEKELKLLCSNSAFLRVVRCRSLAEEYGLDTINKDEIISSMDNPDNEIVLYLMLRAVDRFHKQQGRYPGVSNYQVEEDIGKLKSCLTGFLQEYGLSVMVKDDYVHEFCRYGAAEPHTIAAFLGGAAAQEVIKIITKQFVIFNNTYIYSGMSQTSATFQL
NadD block = inhibitors of S. aureus NadD, primary screen, biochemical, colorimetric, uHTS | Nicotinate-nucleotide adenylyltransferase NadD (Staphylococcus aureus N315) | purified NadD enzyme, colorimetric absorbance read-out | inhibition, % at 20 µM | 360,000 tested, 0.78% active; in the data active = inhibition above about 26%; also: some compounds past the cut are filed as inactive
CSN deneddyl inh = inhibitors of CSN-mediated cullin deneddylation, primary screen, biochemical, fluorescence polarization, uHTS; AID 651999, 2013; COP9 signalosome complex subunit 5 (Homo sapiens), Q92905; inhibition, % at 12.5 µM; Purified CSN, SCF-Nedd8-OG deneddylation; 360,000 tested, 0.38% active;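 active = pattern-corrected inhibition above about 35%, with an unprinted fluorescence ratio check between 0.5 and 1.5, limit read from the data, passing the limit was not always enough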;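 also: 0% = enzyme with substrate and 100% = substrate without enzyme; some results filed as inactive read as strong as hits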
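Assay system: purified human Csn5 enzyme expressed in HEK293T cells; Input: 0.24 nM Csn5 enzyme, final concentration; Reagent: 10 nM SCFSkp2-Nedd8OG; Compound dosing: 12.5 µM single point; Times: reaction 90 min, room temperature; Technique: fluorescence polarization readout.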
FAS TE block = FAS thioesterase domain inhibitors, primary screen, biochemical, fluorescence intensity, uHTS | Fatty acid synthase (Homo sapiens), P49327 | recombinant FAS-TE, OMFH fluorogenic substrate, fluorescence endpoint | inhibition, % at 15 µM | 360,000 tested, 0.67% active | AID 602261, 2012;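 active = compounds whose normalised, plate-corrected inhibition of enzyme fluorescence in the single-dose primary screen is 50% or more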;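 also: 0% = DMSO with enzyme and 100% = substrate without enzyme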
* hit, by the source's call; i = inactive; nt = not tested or not shown; + = active, no number.

SMILES	MT1-MMP act inh	Rpn11 block	SKN-1 block	Rin1 Abl inh	PABP1 MLLE inh	Neddyl block	NadD block	CSN deneddyl inh	FAS TE block
CC1=C(C(=O)Nc2cccnc2)C(c2ccncc2)n2nnnc2N1 (configuration not stated)	0	i	-22	-4	7	i	0	-7	-5
COc1ccc(CCNC(=O)c2nnc(CS(=O)(=O)c3ccccc3)o2)cc1OC	1	i	1	3	1	i	-8	-3	-4
CCC1SC(N)=NC1=O (configuration not stated)	1	i	6	-1	12	i	5	10	-4
COc1ccccc1Nc1nc(N)nc(CSCCO)n1	4	i	4	2	0	i	-1	4	-8
COc1ccc(-c2ccc(-c3nnc(Cc4ccc(OC)c(OC)c4)o3)cc2)cc1	2	i	-10	-3	19	+	-8	2	-8
CCN(c1ccccc1)S(=O)(=O)c1cc(C(=O)Nc2ccccc2Cl)ccc1F	4	i	9	1	-8	i	-6	-13	24
O=C(NCc1ccc2c(c1)OCO2)C(=O)NCC1OCCN1S(=O)(=O)c1ccc(Br)cc1 (configuration not stated)	5	i	-5	-3	18	i	-7	2	16
CCOC(=O)c1c(C)c2c(n1C)CCC/C2=N\O	-4	i	-39	2	1	i	-6	5	-20
NC(=O)c1cnn2c1NC(c1ccc(F)cc1)CC2C(F)(F)F (configuration not stated)	2	i	-13	1	8	i	5	2	-6
C[C@H](O)[C@@H]1CN2CCc3c([nH]c4ccc(-c5ccc6c(c5)OCO6)cc34)[C@@H]2C[C@@H]1N(C)C(=O)Nc1cc(Cl)cc(Cl)c1	-4	i	15	-4	1	i	24	10	32
O=C(COc1ccccc1)NNC1=NS(=O)(=O)c2ccccc21	2	i	0	2	-4	i	-2	-6	-4
COC(=O)c1ccc2nc(-c3cccc(Br)c3)c(Cc3ccc(OC)cc3C)n2c1	-9	i	11	3	-25	i	21	9	8
O=C(COc1cccc2cccnc12)Nc1nccs1	-4	i	-2	-4	-25	i	-4	-6	-5
CCC1NC(=O)c2cccnc2-n2c1nc1cc(C)cc(C)c1c2=O (configuration not stated)	-1	i	-10	1	-5	i	4	-3	-2
COc1ccc(NC(=O)CN(C)C(=O)C(C)Oc2ccc(Br)cc2)cc1 (configuration not stated)	1	i	2	0	2	i	-1	1	-2
O=c1[nH]c(=S)[nH]c2nc(-c3cccs3)cc(C(F)(F)F)c12	4	i	-1	-3	27	i	4	2	3
Cc1ccc(S(=O)(=O)Oc2ccc(N3C(=O)C4C5CCC(C5)C4C3=O)cc2)cc1 (configuration not stated)	-2	i	-13	3	20	i	4	-18	7
O=C(Cc1ccc2c(c1)OCCO2)Nc1ccc(Cl)c(S(=O)(=O)N2CCOCC2)c1	11	i	3	-2	1	i	-1	4	8
CCCSc1nc2c(c(=O)n(C)c(=O)n2C)n1Cc1ccc(C)cc1	-2	i	15	-1	-2	i	7	-2	13
O=C(Nc1nc2ccccc2s1)c1ccc(F)cc1	2	i	17	2	14	i	-2	-8	4
COc1ccc(N(C(=O)c2cnccn2)C(C(=O)NC2CCCCC2)c2ccccc2)cc1 (configuration not stated)	-1	i	-1	4	11	i	0	0	-1
Cc1ccc(NC(=O)Cc2nnc(SCC(=O)NC3CCCC3)n2C)cc1	3	i	7	-1	3	i	-2	1	-1
Brc1ccccc1OCCOCCOc1cccc2cccnc12	0	i	-3	0	2	i	0	6	-2
COc1ccc(CCNC(=O)c2[nH]c(C)c(C(C)=O)c2C)cc1OC	3	i	14	-2	0	i	3	-3	-3
CCOc1ccc(C(=O)Nc2nc(C)cc(C)n2)cc1[N+](=O)[O-]	-5	i	-4	-1	14	i	-2	0	-11
COc1ccc(OCCN2CCC(C(=O)NC(c3ccc(F)cc3)c3ccc4ccccc4n3)CC2)cc1 (configuration not stated)	-1	i	-8	1	-3	i	1	0	4
Cc1ccc(NC(=O)COC(=O)Cc2ccc(Br)cc2)cc1S(=O)(=O)N1CCOCC1	4	i	15	-2	-4	i	-5	4	18
COc1ccc(OCCn2cncn2)cc1	-2	i	-16	2	2	i	1	-6	-13
CCS(=O)(=O)N1Cc2ccccc2CC1C(=O)Nc1nc2c(C)cccc2s1 (configuration not stated)	-40	i	-1	-3	-21	i	12	0	20
C/C(=N\NC(=O)C(N)=O)c1ccc(NC(=O)c2cccs2)cc1	2	i	4	1	-9	i	2	-14	-6

Random excerpt: 6 records from the list
SMILES	MT1-MMP act inh	Rpn11 block	SKN-1 block	Rin1 Abl inh	PABP1 MLLE inh	Neddyl block	NadD block	CSN deneddyl inh	FAS TE block
CCOC(=O)c1c(C)c2c(n1C)CCC/C2=N\O	-4	i	-39	2	1	i	-6	5	-20
COc1ccc(NC(=O)CN(C)C(=O)C(C)Oc2ccc(Br)cc2)cc1 (configuration not stated)	1	i	2	0	2	i	-1	1	-2
COC(=O)c1ccc2nc(-c3cccc(Br)c3)c(Cc3ccc(OC)cc3C)n2c1	-9	i	11	3	-25	i	21	9	8
COc1ccc(N(C(=O)c2cnccn2)C(C(=O)NC2CCCCC2)c2ccccc2)cc1 (configuration not stated)	-1	i	-1	4	11	i	0	0	-1
COc1ccc(CCNC(=O)c2[nH]c(C)c(C(C)=O)c2C)cc1OC	3	i	14	-2	0	i	3	-3	-3
C[C@H](O)[C@@H]1CN2CCc3c([nH]c4ccc(-c5ccc6c(c5)OCO6)cc34)[C@@H]2C[C@@H]1N(C)C(=O)Nc1cc(Cl)cc(Cl)c1	-4	i	15	-4	1	i	24	10	32

Next part
SMILES	MT1-MMP act inh	Rpn11 block	SKN-1 block	Rin1 Abl inh	PABP1 MLLE inh	Neddyl block	NadD block	CSN deneddyl inh	FAS TE block
CC(C)N(Cc1cn[nH]c1-c1ccc(-c2ccccc2)cc1)Cc1nccn1C	-5	i	8	2	1	i	-6	-11	0
Cc1cccc(C)c1OCC(=O)NC1CC1	-3	i	5	2	0	i	1	-3	-3
Cc1ccc(S(=O)(=O)Nc2ccccc2CNc2ccc(Br)cn2)cc1	-6	i	0	-1	-3	i	1	-10	34
CC1=NN(c2ccccc2)C(=O)C1C(=O)c1ccc(Cl)cc1 (configuration not stated)	-2	i	-8	0	11	i	9	-2	-4
O=C1CC(c2ccccc2)CC(=O)C1Sc1ccc(Cl)cc1 (configuration not stated)	-7	i	16	-3	42*	i	3	4	7
O=C(O)/C=C/c1cn(-c2ccccc2)nc1-c1cc2ccccc2oc1=O	4	i	-2	-4	19	i	-5	8	-1
CCc1ccc(Cn2nnc(C(=O)NCc3ccccc3OC)c2N)cc1	3	i	-11	0	10	i	0	0	-10
CCOc1ccc(C(=O)N[C@H](C(=O)NC2CCCCC2)C(C)C)cc1	-5	i	7	1	-15	i	-8	5	-6
O=C(NCc1ccccc1Cl)C1CCC(=O)N(C2CCCC2)C1 (configuration not stated)	5	i	20	-3	-6	i	2	-2	-5
O=C(CN1CCN(Cc2ccccc2)CC1)Nc1cccc(Cl)c1	3	i	8	0	-11	i	-7	0	4
Cc1nn(Cc2ccccc2)c(Cl)c1C(=O)OCC(=O)NC(=O)NC12CC3CC(CC(C3)C1)C2	-15	i	-2	1	8	i	7	1	28
Cc1sc2nc(COC(=O)c3c(F)cccc3F)[nH]c(=O)c2c1C	2	i	3	-1	13	i	-1	6	1
CCOc1cc2c(cc1/C=C/C(=O)O)OC(C)C2 (configuration not stated)	-2	i	-7	-4	19	nt	-1	0	-3
O=C(O)c1ccccc1C(=O)NC1CCCCNC1=O (configuration not stated)	3	i	-1	-1	-5	i	1	-2	-5
O=C(CSc1ncn[nH]1)Nc1ccc(OCc2ccccc2)cc1	-2	i	-9	-1	-34	i	1	4	-42
CCOc1ccc2nc(N3CCCC(C(=O)N4CCN(CC)CC4)C3)sc2c1 (configuration not stated)	0	i	4	-1	-2	i	-1	-1	-4
Cc1ccc(NC(=O)N2CCC(O)(c3cccnc3)CC2)cc1	0	i	-6	2	-4	i	1	3	-3
CCOC(=O)C1=C(CS(=O)(=O)c2ccccc2)NC(=O)NC1c1ccccc1OCC (configuration not stated)	0	i	-5	-3	-15	i	2	7	-3
O=c1[nH]n2c(=O)c3c([nH]c2c1N=Nc1cccc(C(F)(F)F)c1)CCCC3	26	i	22	1	18	i	27	2	6
CC(NC(=O)C1CCN(S(=O)(=O)c2ccc3c(c2)NC(=O)CO3)CC1)c1ccccc1 (configuration not stated)	8	i	11	0	-5	i	9	3	-5
O=C(NC(c1ccc(-c2ccccc2)cc1)c1cnccn1)C1CCN(Cc2cccs2)CC1 (configuration not stated)	3	i	46*	-1	7	i	-7	0	-3
CCOC(=O)c1ccccc1NC(=O)CSc1nc2ccccc2c(=O)n1CCCN1CCOCC1	-5	i	-9	1	-31	i	-1	1	24
Clc1ccc(OCc2nc(-c3ccccn3)no2)c(Br)c1	1	i	11	1	-6	i	3	-5	16
COC(=O)CN(c1cccc(F)c1)S(C)(=O)=O	-1	i	2	2	-3	i	-4	-1	-9
COc1ccc(-c2nc(CSCC(=O)NCc3ccco3)c(C)o2)cc1	-1	i	9	4	25	i	1	-3	-11
CCCNc1c(NS(=O)(=O)c2ccc(C)c(C)c2)c(=O)oc2ccccc12	1	i	6	-1	8	i	1	-4	0
CCc1ccccc1NC(=O)CSc1nc2n[nH]c(C)c2c(=N)n1-c1ccc(OC)cc1	0	i	-15	-1	10	i	2	-5	4
CCOc1cc(C#N)c(NC(=O)c2ccco2)cc1OCC	-2	i	3	5	10	i	-2	1	-11
CCN(c1ccccc1)S(=O)(=O)c1nnc(NC(=O)CC(C)C)s1	1	i	-3	3	1	i	-5	4	-6
CN(CC1COc2ccccc2O1)C(=O)CSc1ncnc2sccc12 (configuration not stated)	10	i	7	-2	-6	i	-1	1	15
S=C(NCCCn1ccnc1)Nc1cccc(Cl)c1	3	i	-1	0	22	i	-2	-4	2
CC(C)(C)c1ccc(-n2ncc3c2CCCC3NC(=O)c2csnn2)cc1 (configuration not stated)	-4	i	11	3	7	i	-5	-2	0
O=C(O)c1ccc(NCc2ccncc2)cc1	1	i	-2	-4	-10	i	0	5	-11
COc1ccc(NC(=O)CN(C)C(=O)c2oc3c(ccc4ccccc43)c2C)cc1	2	i	0	4	-3	i	4	6	23
CCC(NC(=O)c1cc(COc2ccc(C)nc2)on1)c1ccc(C)cc1 (configuration not stated)	8	i	-24	2	-5	i	-3	-3	4
CCCSCCCNC(=O)c1ccc(C)c(NC(=O)C2=C(C)OCCS2)c1	3	i	3	0	12	i	-1	2	-4
Cn1c(SCC(=O)c2ccccc2)nnc1-c1cccs1	0	i	-11	-2	-53	i	-3	4	-5
Cn1c(N)c(C(=O)CSc2nnc(C3CC3)n2Cc2ccccc2)c(=O)n(C)c1=O	-2	i	11	2	-7	i	-1	3	-6

Assay outcomes deposited in PubChem by several laboratories.

Random draw from the library; 3.9% or so of the library scored in one or more.
